PV pol inh = poliovirus RNA polymerase inhibition; poliovirus polymerase elongation, fluorescence polarization; hits give low values; % elongation, % (compound at 16.7 µg/mL); 150,000 tested, 0.66% active; in the data active = % elongation below about 90%; note: some results filed as inactive read as strong as hits
Target sequence (P03300 1749-2209 limits assumed): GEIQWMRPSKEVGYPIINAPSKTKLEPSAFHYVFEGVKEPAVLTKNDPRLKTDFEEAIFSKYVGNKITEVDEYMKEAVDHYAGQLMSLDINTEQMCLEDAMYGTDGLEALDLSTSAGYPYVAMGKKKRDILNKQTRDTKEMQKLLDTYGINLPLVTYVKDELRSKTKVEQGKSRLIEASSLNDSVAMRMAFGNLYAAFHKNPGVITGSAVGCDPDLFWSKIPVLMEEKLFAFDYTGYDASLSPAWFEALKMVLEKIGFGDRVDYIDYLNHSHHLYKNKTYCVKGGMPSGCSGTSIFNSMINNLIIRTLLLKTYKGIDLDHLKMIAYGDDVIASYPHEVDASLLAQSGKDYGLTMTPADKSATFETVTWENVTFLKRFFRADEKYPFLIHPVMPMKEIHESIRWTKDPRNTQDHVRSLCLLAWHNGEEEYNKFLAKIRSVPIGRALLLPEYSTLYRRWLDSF
PV pol inh FP z-score = second read-out of PV pol inh, no call of its own (marks repeat the call); z-score; measured here: FP z-score; hits read low
Starred values were filed as active, the others as inactive; & = joins results of further samples. Some of the compounds tested; rates above refer to the full screens.

SMILES	PV pol inh	PV pol inh FP z-score
O=C(Oc1c(-c2ccccc2)c(=O)n2c3c(cccc13)CC2)c1ccccc1	102.0	-0.4
Cc1ccc(F)cc1NC(=O)Cn1c(=O)nc(-c2ccccc2F)c2cc(Cl)ccc21	110.0	0.7
Cc1cc(C)c(Cn2c(=O)n(-c3ccccc3Cl)c(=O)c3c(C)c(C(=O)N(C)C)sc32)c(C)c1	105.0	-0.2
CCOc1ccc(NC(=O)Cn2c(=O)n(Cc3ccc4c(c3)OCO4)c(=O)c3ccc(C(=O)NC4CCCCC4)cc32)cc1	101.0	-0.4
Nc1cc(C(F)(F)F)cc2c1OCC(=O)N2	99.0	-1.3
CS(=O)(=O)N(CC(=O)NCCSc1ccccc1)c1cc(C(F)(F)F)ccc1Cl	107.0	0.6
CC1=C(C(=O)Nc2ccccc2)C(c2ccc[nH]2)n2ncnc2N1 (configuration not stated)	101.0	-1.2
O=C(CSc1ccccc1)Nc1ccccc1F	99.0	-0.3
CCOc1ccc(NC(=O)c2cnccn2)cc1	105.0	0.2
CCCCCC(C)n1[nH]c(=O)c2c(C)cc(=O)[nH]c21 (configuration not stated)	101.0	0
O=C(CSC1CCCC1)NCc1ccc2c(c1)OCO2	105.0	0.3
CC1CCCC(C)N1C(=O)COC(=O)c1ccco1 (configuration not stated)	102.0	0.1
COc1nc2ccccc2nc1OC	103.0	0.2
COc1ccc(-c2noc(-c3ccc(N4CCCC4)c([N+](=O)[O-])c3)n2)cc1	111.0	0.7
CCC(=O)n1ccc(C(=O)N2CCOCC2)n1	104.0	0.8
O=C(CSc1nc2ccccc2o1)NCCOC12CC3CC(CC(C3)C1)C2	102.0	0
Clc1nc(Cl)nc(NNc2nc(Cl)nc(Cl)n2)n1	100.0	-0.3
O=C(Nc1ccc2c(c1)OCCO2)c1ccccc1F	100.0	-0.3
O=S(=O)(NNc1ccccn1)c1cccc(Cl)c1Cl	106.0	0.8
COc1cccc(NC(=O)C23CCC(C)(C(=O)C2)C3(C)C)c1 (configuration not stated)	100.0	0

Some of these compounds in order of length of the SMILES, high to low.
SMILES	PV pol inh	PV pol inh FP z-score
O=C(CSc1nc2ccccc2o1)NCCOC12CC3CC(CC(C3)C1)C2	102.0	0
COc1cccc(NC(=O)C23CCC(C)(C(=O)C2)C3(C)C)c1 (configuration not stated)	100.0	0
Clc1nc(Cl)nc(NNc2nc(Cl)nc(Cl)n2)n1	100.0	-0.3
O=S(=O)(NNc1ccccn1)c1cccc(Cl)c1Cl	106.0	0.8
CC1CCCC(C)N1C(=O)COC(=O)c1ccco1 (configuration not stated)	102.0	0.1
CCC(=O)n1ccc(C(=O)N2CCOCC2)n1	104.0	0.8

(continued)
SMILES	PV pol inh	PV pol inh FP z-score
Cc1ccc(N2CC3=C(C2=O)C(c2ccccc2)NC(=O)N3C)cc1C (configuration not stated)	101.0	-0.2
Cc1ccc(N2CC(=O)SC23CCCCC3)cc1	99.0	-0.2
CCN(CC)C(=S)Nc1ccsc1C(=O)OC	102.0	0.5
O=C(Nc1nnc2n1CCS2)c1ccc(F)cc1F	107.0	-0.2
Cc1cccc(C(=O)Nc2nnc(S(=O)(=O)N(C)Cc3ccc(Cl)cc3)s2)c1	102.0	-0.6
CC(C)(C)n1nnnc1C(c1cc2cc3c(cc2[nH]c1=O)OCO3)N(Cc1ccccc1)Cc1cccnc1 (configuration not stated)	103.0	0.2
N#CCC(=O)N/N=C/c1c(-c2ccccc2)n(-c2ccccc2)c2ccccc12	108.0	0.5
O=S(=O)(Nc1cc(Br)c(O)c2ccccc12)c1ccc(Cl)cc1	97.0	-1.6
CCOC(=O)COc1ccc(C)cc1C(=O)c1ccn2nc(-c3ccc(Cl)cc3)cc2n1	104.0	-0.2
O=C(Nc1cccc(Cl)c1)c1cc(-c2ccccc2)on1	103.0&101.0	0&0.5

Molecules above that have a thiophene ring, fused or not (2):
SMILES	PV pol inh	PV pol inh FP z-score
Cc1cc(C)c(Cn2c(=O)n(-c3ccccc3Cl)c(=O)c3c(C)c(C(=O)N(C)C)sc32)c(C)c1	105.0	-0.2
CCN(CC)C(=S)Nc1ccsc1C(=O)OC	102.0	0.5

(cont.)
SMILES	PV pol inh	PV pol inh FP z-score
CCC(=O)Nc1sc2c(c1C(=O)NC)CCC2	102.0	0
Cc1cccc(C(=O)Nc2ccccc2OCc2cc(=O)n3c(C)csc3n2)c1	106.0	-0.2
O=C(CSc1nnc(-c2ccc3c(c2)OCO3)o1)NC(=O)NC1CCS(=O)(=O)C1 (configuration not stated)	99.0	-0.5
COc1ccc(CNC(=O)c2ccc(-c3nc(CSc4ccccc4)c(C)o3)cc2)cc1	103.0	-0.7
CCN(CC)C(=O)N1CCc2ccccc2C1CN1C(=O)c2ccccc2C1=O (configuration not stated)	105.0	0.3
COc1ccc(Nc2c3c(nc4ccc(NC(=O)C5CC5)cc24)CCCC3)cc1OC	98.0	-0.8
COc1cccc(CNC(=O)C2(c3cccs3)CCOCC2)c1	110.0	0.5
CC(C)NC(=O)/C=C/c1cn(-c2ccccc2)nc1-c1cccs1	106.0	0.4
COc1ccccc1CNC(=O)c1ccc2c(c1)N(Cc1ccc(C)cc1)CCS2	107.0	0.7
CCc1ccc(NC(=O)C(=O)NCC(c2cccnc2)N2CCN(C)CC2)cc1 (configuration not stated)	98.0	-2.4
CC(C)N(Cc1ccccc1)C(=O)CSc1nnc(-c2ccccc2Br)o1	102.0	0
O=C(COc1ccc(Cl)cc1)NCc1nnc(SCC(=O)Nc2cccc(F)c2)o1	103.0	0.5
COc1ccc(CCN=Cc2ccc3c(c2)OCO3)cc1OC	106.0	0.5
Cn1c(SCc2cnc(-c3ccccc3)s2)nnc1C1COc2ccccc2O1 (configuration not stated)	102.0	-0.2
Cc1nc2ccc(S(=O)(=O)NC(CC(C)C)C(=O)N3CCN(c4ccccc4)CC3)cc2s1 (configuration not stated)	99.0	-1.2
CC(NC(=O)CSc1cccc[n+]1[O-])C1CC2CCC1C2 (configuration not stated)	99.0	-0.3
CCc1ccc(CNC(=O)c2ccc3nc(C(C)C)oc3c2)cc1	98.0	-1.9
COC(=O)C1CCN(S(=O)(=O)c2c(C)c(C)cc(C)c2C)CC1	105.0	1.5
CC1=NN(c2ccccc2)C(c2ccc(OCC(=O)NCCC3=CCCCC3)cc2)C1 (configuration not stated)	103.0	0.6
CCOC(=O)c1nc(Nc2ccc(C(=O)OC)cc2)c2ccccc2n1	100.0	-1.6

Random excerpt: 2 records from the list.
SMILES	PV pol inh	PV pol inh FP z-score
CCOC(=O)c1nc(Nc2ccc(C(=O)OC)cc2)c2ccccc2n1	100.0	-1.6
CC(NC(=O)CSc1cccc[n+]1[O-])C1CC2CCC1C2 (configuration not stated)	99.0	-0.3

The list continues:
SMILES	PV pol inh	PV pol inh FP z-score
Cc1[nH]c(=O)[nH]c(=O)c1S(=O)(=O)N(CC(C)C)CC(C)C	102.0	0.2
Cn1c(-c2cccnc2)nc2c1c(=O)[nH]c(=O)n2Cc1ccccc1	104.0	0.2
CSc1ncc(C(=O)NCc2ccc(F)cc2)c(-c2ccccc2)n1	102.0	-0.9
O=CNC1CCCc2c1[nH]c1ccccc21 (configuration not stated)	100.0	-0.2
CCOC(=O)c1c(C)[nH]c(C(=O)OCc2nc(N)nc(Nc3ccccc3C)n2)c1C	105.0	0.4
CCOC(=O)C1=CN(C)C=C(C(=O)OCC)C1c1cc(Br)c(O)c(OC)c1	100.0	-1
O=C1c2ccccc2-c2nn(C(=O)Cc3ccccc3)c3cccc1c23	104.0	0.6
CCN(C(=O)Cn1nc(Cc2cccnc2)c2ccccc2c1=O)c1cc(C)ccc1C	107.0	0.8
C=CCN(C(=O)c1cc2cc3cc(OC)ccc3nc2s1)c1ccccc1	104.0	0.5
CCN(C#N)c1nc(N(C)C)nc(N2CCOCC2)n1	105.0	1.3

Whole records from above.
Entry for Cc1nc2ccc(S(=O)(=O)NC(CC(C)C)C(=O)N3CCN(c4ccccc4)CC3)cc2s1 (configuration not stated) = PV pol inh: 99.0; PV pol inh FP z-score: -1.2
Entry for CCN(C#N)c1nc(N(C)C)nc(N2CCOCC2)n1 = PV pol inh: 105.0; PV pol inh FP z-score: 1.3
Entry for CCOc1ccc(NC(=O)Cn2c(=O)n(Cc3ccc4c(c3)OCO4)c(=O)c3ccc(C(=O)NC4CCCCC4)cc32)cc1 = PV pol inh: 101.0; PV pol inh FP z-score: -0.4

Remaining list, next part
SMILES	PV pol inh	PV pol inh FP z-score
CCC(C)c1ccc(NC(=O)C2CCCN(c3ncccn3)C2)cc1 (configuration not stated)	102.0	0.1
COCCN1C(=O)c2ccccc2C(C(=O)NCCc2cccc(C)c2)C1c1c[nH]c2ccccc12 (configuration not stated)	101.0	-0.1
Cc1[nH]c2ccccc2c1C1(O)C(=O)N(Cc2ccc(Cl)cc2)c2ccccc21 (configuration not stated)	104.0	0.1
O=C(NCc1ccco1)c1nc2c(nnn2Cc2cccc(Cl)c2)c(=O)[nH]1	102.0	0.4
O=C(Cc1n[nH]c(=O)c2ccccc12)NCc1ccccc1	101.0	-0.1
Cc1ccc(O)c(NC(=O)c2ccc(Br)o2)c1	103.0	0.5
O=C1CSC(c2cn(-c3ccccc3)nc2-c2ccccc2)N1CCO (configuration not stated)	107.0	1.1
CCOC(=O)c1cc(-c2ccc(Cl)s2)nn1C(C)=O	104.0	0
CCC(=O)Nc1ccc(S(=O)(=O)NCc2cccn2Cc2cccc(C)c2)cc1	105.0	0
CC(=O)NC(=S)Nc1ccccc1N1CCN(C(=O)c2ccccc2)CC1	100.0	-0.1
COc1ccc(Br)c(-c2nc(N)nc(NC3CC3)n2)c1	105.0	0.6
Cc1cc(C)n2nc(SC(C)C(=O)NCc3ccccc3Cl)nc2n1 (configuration not stated)	101.0	-0.1
O=C(COC(=O)CC1CCCC1)NC1CCCCCC1	103.0	0.7
COc1cccc(CNC(=O)Cn2cc3c(n2)-c2c(oc(C(=O)N4CCOCC4)c2C)CC3)c1	116.0	1.6
CCCCCCC1CCC(C(=O)NC(C(=O)O)C(C)C)CC1 (configuration not stated)	102.0	-1.1
CCCN(CCC)C(=O)c1c(NC(=O)c2cccs2)sc2c1CCC(C)C2 (configuration not stated)	103.0	0.2
COc1ccc(-n2c(Cc3ccccc3)nnc2SCc2nc(-c3cccs3)no2)cc1	104.0	-0.7
CCn1c(=O)c2cc(S(=O)(=O)NC3CCCCC3)ccc2n(CC)c1=O	103.0	0.6
COc1cc(C(=O)NN)ccc1OC(C)C	104.0	0.3
CCOC(=O)/C(C#N)=C1/CCCN1	102.0	0.1
O=C(CO/N=C/c1ccco1)N1N=C2/C(=C/c3cccs3)CCCC2C1c1cccs1 (configuration not stated)	105.0	0.5
CCOc1ccccc1Nc1nc(-c2ccc(C)cc2)c(CC(=O)O)s1	110.0	1.4
Cc1ccccc1-c1noc(-c2cc3cc(C(C)(C)C)cc(O)c3oc2=O)n1	101.0	-0.1
Cc1ccc(S(=O)(=O)N2CCC(C(=O)O)CC2)c(C)c1	98.0	-0.9
CCCCn1cc2c(c1-c1ccc(Br)cc1)c(=O)n(C)c(=O)n2C	109.0	0.8
CC(=O)Nc1ccc2c(COC(=O)C3CC3C)cc(=O)oc2c1 (configuration not stated)	102.0	-0.2
NCCCOCc1ccccc1	103.0	0.3
CCNC(=S)N/N=C/c1cc(OC)c(OC)c(OC)c1	100.0	-0.2
N=C(N=C(N)N)N1CCc2ccccc21	102.0	0.1
COCCn1c(Cc2ccccc2)nnc1SCc1nnc(-c2ccccc2)o1	106.0	0.4
O=C(O)/C=C/c1ccc(OC(F)(F)F)cc1	106.0	0.1
Cc1c(Cl)cccc1-n1ncc(C(=O)O)c1C1CCN(C(=O)OC(C)(C)C)CC1	100.0	-0.1
CC1=C(COc2c3occc3cc3ccc(=O)oc23)CC(C)(C)CC1	101.0	0.1
O=C(NCc1ccc(F)cc1)c1ccc(NC(=O)N2CC3CCCN3c3ccccc32)cc1 (configuration not stated)	109.0	0.6
CCS(=O)(=O)c1ccc(OC)c(N=NC2=C(O)CC(C)(C)CC2=O)c1	103.0	0.3
CN/C=C/C(=O)C(F)(F)F	106.0	0.5
COc1cccc(NC(=O)c2nnn(Cc3ccc(OC)c(Br)c3)c2N)c1	104.0	-0.3
Cc1cn2c(CO)c(C)nc2s1	104.0	0.4
Cc1ccc(NC(=O)CN2CCSc3ccc(S(=O)(=O)N4CCCC4)cc32)cc1	112.0	1.4
COc1cccc(Nc2nc(-c3ccccc3)cs2)c1	101.0	-0.1
Cc1cc(NC(=O)CN2C(=O)CC(c3ccco3)Sc3ccccc32)no1 (configuration not stated)	103.0	1.5
COc1ccc2c(CNCc3cccs3)c(C(=O)O)n(Cc3ccc(F)cc3)c2c1	111.0	0.8
O=C1c2ccccc2C(=O)N1O	100.0	-0.1
CCCC12CN3CC(CCC)(CN(C1)C3c1c[nH]c3ccc(OC)cc13)C2=O (configuration not stated)	107.0	0.1
O=S(=O)(Cc1ccccc1)c1ccc(Cl)c(Cl)c1	102.0	0.1
O=C(Nc1cccnc1)Nc1cccc(C(F)(F)F)c1	102.0	-0.1
CCN1CCN(CC(=O)Nc2sc3c(c2C(=O)OC)CCC(C)C3)CC1 (configuration not stated)	101.0	-0.3
Cc1noc(C(F)(F)F)c1-c1nc(-c2ccccc2)no1	102.0	0.2
Cc1ccc2oc3c(c(=O)c2c1)C(c1ccccc1F)N(c1ccccn1)C3=O (configuration not stated)	105.0	0
CCN(CC)C(=O)CN(C)c1nc(-c2ccccc2)nc2ccccc12	95.0	-1.2
The results go on:
SMILES	PV pol inh	PV pol inh FP z-score
COC(=O)CSC1=C(C#N)C(c2ccc3c(c2)OCO3)C2=C(CCCC2=O)N1 (configuration not stated)	106.0	0.8
COc1ccc2cc(C#N)c(=O)oc2c1	131.0	2.8
CCCNC(=O)Nc1cc(S(=O)(=O)CC)ccc1O	99.0	-0.8
CCOc1ccc(S(=O)(=O)NCc2ccc3c(c2)CCN3C(=O)c2ccc(C)cc2)cc1	109.0	0.4
CCCN(CCC)c1nc(SC)nc(-c2ccccc2)c1C#N	101.0	-0.7
COc1cccc(-c2nc(SCC(=O)NCC3CCCO3)c(-c3ccc(Cl)cc3)[nH]2)c1 (configuration not stated)	110.0	-0.6
